Screens deposited in PubChem BioAssay by several laboratories.
PPARg SRC1 recr = promotes SRC-1 coactivator recruitment by human PPARgamma; P37231; PPARgamma-SRC-1 coactivator recruitment biochemical assay; activation, % at 8 µM; actives 0.41% (n = 200,000); AID 631; in the data active = activation above about 19%;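 note: 0% = DMSO and 100% = reference agonist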
Target sequence (P37231 whole entry, looked up): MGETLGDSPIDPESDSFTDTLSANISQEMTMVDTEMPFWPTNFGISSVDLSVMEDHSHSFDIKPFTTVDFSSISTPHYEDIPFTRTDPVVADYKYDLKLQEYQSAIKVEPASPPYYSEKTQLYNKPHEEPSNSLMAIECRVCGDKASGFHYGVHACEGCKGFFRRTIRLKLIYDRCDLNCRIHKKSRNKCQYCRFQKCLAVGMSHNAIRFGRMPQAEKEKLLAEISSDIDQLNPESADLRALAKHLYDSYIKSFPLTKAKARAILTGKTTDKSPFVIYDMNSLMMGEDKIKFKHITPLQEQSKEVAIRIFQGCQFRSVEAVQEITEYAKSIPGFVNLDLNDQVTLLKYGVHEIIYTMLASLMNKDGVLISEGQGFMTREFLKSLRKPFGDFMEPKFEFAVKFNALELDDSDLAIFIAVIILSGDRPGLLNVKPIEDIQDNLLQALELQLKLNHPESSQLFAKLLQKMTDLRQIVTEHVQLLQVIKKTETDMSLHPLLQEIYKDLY
RAM inhibit = blocks the yeast RAM network; S. cerevisiae dse1pr::URA3 reporter, 5-FOA growth OD615, 2 d; analog-sensitive cbk1-as2 kinase mutant strain; inhibition, % at 50 µM; actives 1.8% (n = 190,000);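 active = inhibition above a set limit, 3 SD over mean compound inhibition, cut at about 8.4% in these data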;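 note: 0% = DMSO-only wells with no growth and 100% = 10 µM 1-NA-PP1 full growth; inhibition rescues growth on 5-FOA so higher OD means more RAM inhibition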
TLR4-MyD88 BLA = inhibitors of human TLR4-MyD88 binding. inhibition, % at 8.4 µM. AID 861. HeLa CL3-4 TLR4/MyD88 BLA complementation, FRET ratio. O00206+Q99836. actives 0.18% (n = 200,000); in the data active = inhibition above about 25%;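 note: 0% = vehicle and 100% = reference inhibitor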
ROMK mod = modulators of human ROMK potassium channel; B-score at 10 µM; actives 2% (n = 130,000); P48048; Tet-inducible ROMK, thallium flux fluorescence; actives lie on both sides; AID 1918;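 active = signal ratio slope over the read window, or its plate-corrected B-score, at least 3 SD from the plate mean, either direction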;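 note: B-score of the F/F0 ratio slope over 7 to 12 s after thallium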
PPARg SRC2 recr = PPARgamma-driven SRC-2 recruitment agonism. P37231. PPARgamma LBD-SRC-2 recruitment, biochemical. activation, % at 8 µM. actives 0.34% (n = 200,000). AID 1032; in the data active = activation above about 22%;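 note: 0% = vehicle and 100% = reference agonist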
STAT1 blocker = inhibitors of IFN-gamma induced STAT1 signaling | NIH 3T3 STAT1-luciferase reporter, luminescence | inhibition, % at 5.5 µM | actives 0.35% (n = 200,000);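 active = inhibition above a set limit, the mean inhibition across all tested compounds plus 3 SD, cut at about 34% in these data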;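 note: 0% = IFN-gamma with DMSO and 100% = IFN-gamma with 300 µM nifuroxazide; values of inactives mirror those of a sister screen read the other way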
PPARg SRC-3 ag = agonists of human PPARgamma SRC-3 coactivator recruitment. P37231. biochemical PPARgamma/SRC-3 coactivator recruitment assay. activation, % at 8 µM. actives 0.26% (n = 200,000); in the data active = activation above about 23%;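 note: 0% = DMSO and 100% = reference agonist; some compounds past the cut are filed as inactive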
SRC2 TRFRET art = TR-FRET artefact, counter-screen to PPARgamma/SRC-2 agonist assay | stronger effect = higher value | TR-FRET ratio at 8 µM | actives 0.4% (n = 200,000); in the data active = TR-FRET ratio above about 2000; note: inactives centre near 1500; reference of the scale not given here
S1P3 antag = S1P3 (human) receptor antagonism | CHO S1P3 NFAT-BLA reporter, FRET fluorescence, antagonist mode | AID 485 | actives 0.27% (n = 170,000) | Q99500 | inhibition, % at 4.98 µM;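 active = inhibition above the plate cutoff, the mean inhibition of test wells on that plate plus 3 SD, cut at about 28% in these data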;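 note: cells challenged with S1P at its EC80 of 0.8 µM; blue over green emission ratio from cleaved BLA substrate after 4 h stimulation; 0% = S1P-stimulated wells and 100% = unstimulated DMSO-only wells; some compounds past the cut are filed as inactive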
Target sequence (Q99500 whole entry, looked up): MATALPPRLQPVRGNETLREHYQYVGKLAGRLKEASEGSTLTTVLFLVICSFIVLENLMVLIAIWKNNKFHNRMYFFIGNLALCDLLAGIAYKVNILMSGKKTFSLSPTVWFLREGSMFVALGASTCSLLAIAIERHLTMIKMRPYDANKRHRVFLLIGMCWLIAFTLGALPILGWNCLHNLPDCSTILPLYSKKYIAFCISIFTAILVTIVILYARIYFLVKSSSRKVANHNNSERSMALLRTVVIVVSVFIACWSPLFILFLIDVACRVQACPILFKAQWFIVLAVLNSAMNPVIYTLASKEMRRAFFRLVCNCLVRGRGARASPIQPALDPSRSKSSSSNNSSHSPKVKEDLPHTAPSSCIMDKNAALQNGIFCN
STAT3 activator = activators of IL-6 induced STAT3 signaling; U3A cells, IL-6 STAT3-luciferase reporter, luminescence; 100% = signal with IL-6 EC80 alone; actives 0.91% (n = 190,000); AID 871; activation (% of control), % at 5.6 µM;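 active = activation above the screen-wide mean of compound activation plus 3 SD, cut at about 130% in these data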;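 note: 0% = background luminescence of wells with medium and substrate only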
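Material: human U3A cells carrying STAT3-luciferase construct. Measured by: reporter luminescence signal. Timing: compound 1 h, then IL-6 6 h at 37 °C.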
STAT3 inh = STAT3 signaling inhibition; U3A cells, IL-6 STAT3-luciferase reporter, luminescence; host cell line lacks STAT1; inhibition, % at 5.5 µM; actives 0.89% (n = 190,000);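 active = inhibition above the mean inhibition across all screened compounds plus 3 SD, cut at about 44% in these data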;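 note: 0% = DMSO only wells and 100% = 100 µM nifuroxazide control wells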
* hit, by the source's call; . = no result given. Rows are unselected; overall some 5.6% were active at least once.

molecule	PPARg SRC1 recr	RAM inhibit	TLR4-MyD88 BLA	ROMK mod	PPARg SRC2 recr	STAT1 blocker	PPARg SRC-3 ag	SRC2 TRFRET art	S1P3 antag	STAT3 activator	STAT3 inh
CC1CCCCN1C(=O)COc1ccc2ccc(=O)oc2c1 (configuration not stated)	10	2.4	11	-0.84	3	-1	5	1617	-2	99	9
CCOc1cccc(C(=O)Nc2ccc3oc(Cc4ccc(Cl)cc4)nc3c2)c1	-3	11*	-2	.	-3	-1	0	1353	.	73	35
O=C(COc1ccc(Cl)cc1[N+](=O)[O-])N1CCCCCC1	2	1.8	-8	-1.8*	-2	-5	0	1536	-12	102	0
COC(=O)CN1C(c2ccc(OC)cc2)=Nc2ccc(Cl)cc2C1c1ccccc1 (configuration not stated)	1	1.8	-5	.	7	5	2	1652	-3	95	5
Cc1c(O)ccc2c(CN3CCN(CCO)CC3)cc(=O)oc12	-2	-0.9	-3	0.13	-7	5	-1	1578	0	96	9
CCCOC(=O)Nc1sc2c(c1C(N)=O)CCCC2	10	3.2	-5	-0.34	6	-10	10	1498	-7	96	8
COc1ccccc1NC(=O)CCC(=O)c1ccc(-c2ccccc2)cc1	-2	3.2	3	0.32	-1	-5	-4	1465	-2	98	6
Cc1ccc(C(=O)O)cc1S(=O)(=O)N1CCOCC1	-5	0.0	-19	.	-5	0	-6	1408	-8	105	-2
COC(=O)Cc1c(C)nc2nc(-c3ccc(C)cc3)[nH]n2c1=O	13	1.2	-15	-0.26	12	2	5	1582	.	93	9
O=c1oc2ccccc2n1CSc1nc2ccccc2s1	1	5.2	5	0.29	-2	-40	13	1554	20	115	-10
CCCCOc1ccc(C(=O)OC(C)CN(C)C)cc1 (configuration not stated)	-8	-0.2	-5	-0.57	-8	-6	-1	1461	-9	102	0
CCCCCCCc1nc2c(=O)[nH]c3ccccc3c2o1	4	.	10	0.41	10	-2	-6	1528	.	107	-4
N#C/C(=C\c1ccccc1)C(=O)NC(=O)Oc1ccccc1	-1	2.2	2	0.002	8	-2	7	1621	.	107	-2
CCN(CC)CCCN1C(=O)C(O)=C(C(=O)c2cc3cccc(OC)c3o2)C1c1ccncc1 (configuration not stated)	17	0.2	2	-0.34	11	-1	19	1527	9	101	0
COc1ccccc1NC(=O)Cn1nnc(-c2ccccc2NC(=O)c2cccs2)n1	3	5.1	3	0.12	-3	-3	8	1483	12	96	12

Next part
molecule	PPARg SRC1 recr	RAM inhibit	TLR4-MyD88 BLA	ROMK mod	PPARg SRC2 recr	STAT1 blocker	PPARg SRC-3 ag	SRC2 TRFRET art	S1P3 antag	STAT3 activator	STAT3 inh
OC(COc1ccc2cc(Br)ccc2c1)CN1CCN(c2ccccn2)CC1 (configuration not stated)	2	-0.6	5	.	15	-9	16	1603	9	105	-2
Cc1cccc(NC(NC(=O)c2cccnc2)C(Cl)(Cl)Cl)c1 (configuration not stated)	-1	0.7	-10	.	-3	1	-6	1524	.	96	7
Cc1ccc(-c2nnn(CC(=O)N(CCN3CCOCC3)C(C(=O)NC3CCCC3)c3ccncc3)n2)o1 (configuration not stated)	-7	0.7	5	-0.0028	1	1	-2	1621	-7	104	1
Cc1c(C)[n+](=O)c(-c2ccc(F)cc2)c(C)n1[O-]	-2	0.4	7	.	-7	0	0	1325	.	104	2
COc1ccc(CN(C(=O)CN2C(=O)COc3ccccc32)C2CCCC2)c(OC)c1	-4	0.2	-2	.	-3	2	4	1345	12	101	3
CCc1ccc2nc3sc(C(=O)O)cc3cc2c1	11	1.2	-1	.	0	-21	4	1652	-2	107	-6
CC(Sc1c[nH]c2ccccc12)C(=O)O (configuration not stated)	0	0.6	10	1.4	3	-3	5	1487	.	147*	-48
O=C1C2ON(c3ccccc3)C(c3cccnc3)C2C(=O)N1c1ccc(Cl)c(Cl)c1 (configuration not stated)	11	-0.1	0	0.36	6	4	12	1673	.	96	7
COc1cc(OC)c(C2=NOC(C(=O)NCc3cccs3)C2)cc1Cl (configuration not stated)	-2	0.5	5	2.7	6	-3	2	1538	2	94	10
CCCCCOC(=O)Nc1ccc(S(=O)(=O)Nn2cnnc2)cc1	12	0.0	17	0.29	9	-3	7	1733	-11	99	5
Cc1c(O)ccc(C(=O)COc2ccccc2F)c1O	2	1.5	-6	.	10	1	0	1556	2	94	11
CSCCC1NC2(C(=O)Nc3c2ccc(Cl)c3C)[C@@H]2C(=O)N(C3CCCC3)C(=O)[C@H]12 (some centres not stated)	-15	1.7	7	0.077	-5	9	-6	1392	-17	123	-22
CN(C)S(=O)(=O)c1cccc(C(=O)OCC(=O)NC2CCCc3ccccc32)c1 (configuration not stated)	1	5.8	15	.	-6	2	4	1549	-7	104	-5
COc1ccc(CCNC(=O)c2ccc(N(C)S(=O)(=O)c3ccc(C)cc3)cc2)cc1	-7	5.3	-2	0.94	6	2	5	1605	-3	111	-8
O=C(COc1ccccc1)NCC(c1cccs1)N1CCOCC1 (configuration not stated)	6	0.8	1	.	-1	-4	6	1553	.	97	6

Next part:
molecule	PPARg SRC1 recr	RAM inhibit	TLR4-MyD88 BLA	ROMK mod	PPARg SRC2 recr	STAT1 blocker	PPARg SRC-3 ag	SRC2 TRFRET art	S1P3 antag	STAT3 activator	STAT3 inh
COc1ccc(NC(=O)C23CC4CC(C2)CC(c2ccccc2)(C4)C3)c(OC)c1	-4	13*	-1	.	4	-4	2	1583	-1	107	-9
CCOc1ccccc1COC(=O)c1cccc(-n2cnnn2)c1	12	2.1	1	-0.76	2	16	6	1730	-10	91	13
COc1cccc(N2CC(=O)N(c3cccc(OC)c3)CC2=O)c1	-4	0.6	14	-0.19	-2	-9	2	1346	-10	100	4
CCCn1c(-c2cccs2)nc2ccccc21	-6	1.2	-5	-1.5	-2	-2	1	1534	1	119	-18
CCN(CC)C(=O)Nc1ccccc1C	4	-0.3	0	.	8	5	7	1551	.	97	11
Cc1c(C(=O)NCc2cccs2)oc2ccccc12	-6	1.8	-2	.	-7	-10	0	1272	2	87	19
CCOC(=O)C1CCCN(C(=O)c2ccc(CNS(=O)(=O)c3ccc(C)cc3)cc2)C1 (configuration not stated)	2	-1.0	16	0.65	-2	4	-1	1614	-16	92	13
O=C(c1ccccc1Cl)N1CCn2c1nc1ccccc12	2	1.7	-2	-0.047	-2	3	2	1351	0	91	14
COc1ccc(CN2C(=O)NC(C)(c3ccc(C)cc3)C2=O)cc1F (configuration not stated)	-3	1.0	10	-0.92	-10	1	-3	1499	-4	106	-5
CCc1nc(SCC(=O)N2CCC(Cc3ccccc3)CC2)c2c(=O)n(C)c(=O)n(C)c2n1	-4	2.1	-13	.	-4	-5	-4	1450	.	102	6
COc1ccc(N2C(=O)C3CCCN3C2c2ccc(C)cc2)cc1 (configuration not stated)	6	1.9	1	.	3	3	10	1751	3	106	-3
CC1CCCC(C)N1/N=C/c1cc(Br)cc(Br)c1O (configuration not stated)	-3	-0.6	5	.	-3	8	0	1489	1	99	-3
Clc1ccc(C2=NNC(=NCc3ccccc3)SC2)cc1	11	2.4	-8	-0.22	-3	-18	3	1694	-24	95	9
O=C(CCCCCn1c(=O)[nH]c2ccsc2c1=O)NCc1cccs1	7	0.7	14	-0.89	3	-1	-5	1581	.	96	12
C=CCNC(=O)CCCc1ccccc1	-5	0.2	2	.	-6	2	-7	1347	-38	106	0

Look-ups from the list:
CCOc1cccc(C(=O)Nc2ccc3oc(Cc4ccc(Cl)cc4)nc3c2)c1 in STAT3 inh = 35
CC1CCCCN1C(=O)COc1ccc2ccc(=O)oc2c1 (configuration not stated) in PPARg SRC2 recr = 3
Cc1cccc(NC(NC(=O)c2cccnc2)C(Cl)(Cl)Cl)c1 (configuration not stated) in STAT3 activator = 96
Cc1c(O)ccc(C(=O)COc2ccccc2F)c1O in RAM inhibit = 1.5
O=C(CCCCCn1c(=O)[nH]c2ccsc2c1=O)NCc1cccs1 in PPARg SRC1 recr = 7
COc1ccc(CN(C(=O)CN2C(=O)COc3ccccc32)C2CCCC2)c(OC)c1 in TLR4-MyD88 BLA = -2

(listing goes on)
molecule	PPARg SRC1 recr	RAM inhibit	TLR4-MyD88 BLA	ROMK mod	PPARg SRC2 recr	STAT1 blocker	PPARg SRC-3 ag	SRC2 TRFRET art	S1P3 antag	STAT3 activator	STAT3 inh
CN1/C(=C\C=C(C#N)C#N)C(C)(C)c2ccccc21	3	7.5	6	.	8	0	-4	1614	-7	84	20
CC(C)(C)n1nc2c(c1NC(=O)Cc1ccc(F)cc1)CSC2	2	1.4	-2	.	9	4	3	1491	-42	101	7
C/C(=N\Nc1ccc(F)cc1F)c1ccc(N2CCOCC2)cc1	6	-0.3	-7	-0.61	-2	-15	-4	1406	-5	133*	-30
Cc1cc(NC(=O)C2CCCCC2)n(-c2nc3ccccc3[nH]2)n1	-7	1.8	7	0.075	1	-6	4	1515	.	105	-1
CCOc1ccc(Nc2ccc(N3C(=O)CCC3=O)cc2[N+](=O)[O-])cc1	2	5.8	5	0.21	-10	3	-1	1671	-10	101	2
O=c1c(-c2ccc(Cl)cc2)[n+]([O-])c2ccccc2n1O	7	1.1	13	-1	6	-4	-1	1807	.	98	6
CCOc1ccc2nc(SCC(=O)Nc3ccc4c(c3)OCCO4)[nH]c2c1	1	1.2	1	.	-1	4	5	1355	.	102	-1
CCSc1nnc(NC(=O)c2cc(C)oc2C)s1	2	3.1	-16	.	9	-21	5	1592	12	95	9
Cc1nn(Cc2c(F)cccc2Cl)c(C)c1NC(=O)C1CC1	0	1.2	-9	0.4	-1	-2	-2	1367	-9	107	-7

Fetched by compound from above:
molecule	PPARg SRC1 recr	RAM inhibit	TLR4-MyD88 BLA	ROMK mod	PPARg SRC2 recr	STAT1 blocker	PPARg SRC-3 ag	SRC2 TRFRET art	S1P3 antag	STAT3 activator	STAT3 inh
O=c1c(-c2ccc(Cl)cc2)[n+]([O-])c2ccccc2n1O	7	1.1	13	-1	6	-4	-1	1807	.	98	6
CN1/C(=C\C=C(C#N)C#N)C(C)(C)c2ccccc21	3	7.5	6	.	8	0	-4	1614	-7	84	20
